Screens: PubChem, Johns Hopkins Ion Channel Center
TMEM16A inh: mouse TMEM16A channel inhibition, primary screen | AID 588511 | HEK293 TMEM16A/YFP iodide influx fluorescence, ionomycin | 1.2% of 310,000 active | normalized B-score (activity score, 25-100; higher = stronger inhibition) at 10 µM;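 active = ratio plate-corrected score three or more library SD toward inhibition, starting fluorescence score within five deviations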;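 also: score derived from kinetic fluorescence span divided by baseline fluorescence per well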
Target sequence (Q8BHY3 whole entry, looked up): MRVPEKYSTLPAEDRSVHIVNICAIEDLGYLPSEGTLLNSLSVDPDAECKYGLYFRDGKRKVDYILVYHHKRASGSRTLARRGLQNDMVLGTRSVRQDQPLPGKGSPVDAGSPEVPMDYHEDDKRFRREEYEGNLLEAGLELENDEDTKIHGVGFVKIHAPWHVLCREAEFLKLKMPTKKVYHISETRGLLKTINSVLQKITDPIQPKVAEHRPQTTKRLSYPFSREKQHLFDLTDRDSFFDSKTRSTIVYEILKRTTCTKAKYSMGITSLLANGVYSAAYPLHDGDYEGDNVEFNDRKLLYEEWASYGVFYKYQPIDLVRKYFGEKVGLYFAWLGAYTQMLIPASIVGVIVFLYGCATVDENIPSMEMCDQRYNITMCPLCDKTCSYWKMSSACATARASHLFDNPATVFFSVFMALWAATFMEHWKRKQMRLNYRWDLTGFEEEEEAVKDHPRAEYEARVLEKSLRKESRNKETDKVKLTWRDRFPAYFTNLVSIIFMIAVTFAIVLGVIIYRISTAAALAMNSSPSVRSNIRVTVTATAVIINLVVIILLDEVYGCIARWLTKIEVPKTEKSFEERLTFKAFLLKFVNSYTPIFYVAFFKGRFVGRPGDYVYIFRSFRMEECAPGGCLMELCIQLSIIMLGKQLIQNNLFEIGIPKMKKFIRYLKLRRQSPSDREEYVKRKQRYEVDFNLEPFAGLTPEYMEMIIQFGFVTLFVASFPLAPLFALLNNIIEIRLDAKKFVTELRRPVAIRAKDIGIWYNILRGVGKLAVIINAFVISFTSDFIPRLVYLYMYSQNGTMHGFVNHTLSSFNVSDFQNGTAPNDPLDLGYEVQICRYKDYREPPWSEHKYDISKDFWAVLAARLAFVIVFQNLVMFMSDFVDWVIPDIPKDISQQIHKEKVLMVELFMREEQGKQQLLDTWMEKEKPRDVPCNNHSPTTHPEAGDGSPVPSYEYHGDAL
MrgX1 antag: blocks BAM8-22 activation of human MrgX1 receptor; MRGX1-HEK293 calcium flux, Fluo-4, BAM8-22 antagonism; stronger effect = lower value; B-score at 10 µM; 1.3% of 310,000 active; AID 588676;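 active = calcium-response B-score plate-corrected more than 3 library SD below zero, starting fluorescence within 5 deviations, no agonist response on first addition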;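 also: peak minus trough fluorescence over baseline after final BAM8-22 challenge near maximal dose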
RGS4 block: human RGS4 inhibition. HEK293 M3R/RGS4 inducible, Fluo-4 calcium flux; stronger effect = higher value; triggered by carbachol at its EC20. 0.45% of 310,000 active. B-score at 10 µM. P49798;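 active = B-score, a plate-corrected calcium signal, over three deviations above library mean, with baseline fluorescence within five deviations of library mean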;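 also: RGS4 expression induced by doxycycline in cells with stable M3 receptor; B-score is computed from the integrated fluorescence ratio over baseline after carbachol; higher B-score means a larger calcium signal and so more RGS4 inhibition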
TRPC4 agonist: opens the mouse TRPC4 cation channel; Q9QUQ5; HEK293 TRPC4beta/mu-opioid, Fluo4 calcium fluorescence; stronger effect = higher value; B-score at 10 µM; 0.49% of 310,000 active; AID 2237;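 active = B-score above 5 SD of library B-scores, and initial fluorescence ratio not above library mean plus 5 SD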;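 also: positive B-score marks a calcium rise read as TRPC4 activation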
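Material: TRPC4beta and mu-opioid receptor HEK293 stable cells | Incubation: 45 min room-temperature Fluo4 loading, 110 s read | Detection: Kinetic Fluo4 calcium fluorescence | Measure: Integrated baseline-normalised fluorescence ratio, converted to per-well B score | Benchmarks: Low control buffer alone, high control maximal DAMGO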
TRPC4 inh: blocks the mouse TRPC4 cation channel | 0.39% of 300,000 active | Q9QUQ5 | B-score at 10 µM | HEK293 TRPC4beta/mu-opioid, DAMGO-evoked Fluo4 calcium flux; stronger effect = lower value;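 active = B-score over 3 SD under the library average, no early fluorescence shift, positive overall ratio signal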
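Assay system: HEK293 cells with stable TRPC4beta plus mu-opioid receptor expression; Probe or stimulus: DAMGO in two steps, submaximal then maximal; Dosing: single-point compound dosing; Measured by: Fluo4 calcium-dye fluorescence, kinetic read; Read-out basis: B score from integrated Fluo4 fluorescence ratio.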
TRPC6 inh: mouse TRPC6 channel inhibition. B-score at 10 µM. AID 2553. 1.1% of 310,000 active. HEK293-TRPC6, membrane potential dye, ACh-evoked depolarization; stronger effect = lower value. Q61143;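 active = B-score under library mean minus 3 SD, initial fluorescence not abnormally high, positive integrated signal ratio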;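 also: B-score derived from integrated fluorescence ratio over the kinetic read; more negative B-score means stronger inhibition of depolarization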
TRPC6 activator: activators of mouse TRPC6 channel; Q61143; HEK293-TRPC6 membrane potential dye fluorescence; stronger effect = higher value; B-score at 10 µM; 0.13% of 310,000 active; AID 2550;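 active = B-score of the integrated fluorescence ratio above library mean plus 3 SD, and starting fluorescence ratio within library mean plus 5 SD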;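 also: higher score means more depolarization so channel activation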
TMEM16A act: activates or potentiates the mouse TMEM16A chloride channel | Q8BHY3 | HEK293 TMEM16A/YFP-H148Q/I152L, iodide quench fluorescence; stronger effect = lower value | B-score at 10 µM | 0.3% of 340,000 active | AID 623877;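 active = fluorescence-ratio B-score plate-corrected deviation score at least 3 library SD below zero, with starting fluorescence score within 5 deviations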;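 also: channel opened by trigger with iodide after compound preincubation; score built on the fluorescence ratio of max minus min over baseline; more negative score means more quench and so TMEM16A activation or potentiation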
TRPC4 potent: allosterically enhances the mouse TRPC4 cation channel. Q9QUQ5. HEK293 TRPC4beta/mu-opioid, DAMGO EC20, Fluo-4 Ca2+ flux; stronger effect = higher value. B-score at 10 µM. 0.42% of 310,000 active. AID 2227;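 active = B-score of calcium response area above 5 SD of library B-scores, with initial fluorescence ratio within 5 SD of library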;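 also: B-score of integrated fluorescence ratio over time as area under calcium response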
MrgX1 agonist: agonists of human MrgX1 receptor | B-score at 10 µM | Q96LB2 | MrgX1-HEK293 cells, Fluo-4 calcium fluorescence, agonist mode; stronger effect = higher value | 0.44% of 310,000 active;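 active = calcium response B-score plate-corrected fluorescence ratio at least 3 library SD, with starting fluorescence B-score inside 5 SD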
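System – MrgX1-expressing HEK293 cells · Incubation – cells plated overnight, dye loaded 0.5 h 37 °C, 0.5 h room temperature · Technique – kinetic Fluo-4 NW fluorescence of intracellular calcium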
MrgX1 allo act: allosterically activates human MrgX1 receptor signaling; Q96LB2; 0.63% of 310,000 active; MrgX1-HEK293, Fluo-4 calcium flux, FDSS; stronger effect = higher value; B-score at 10 µM;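 active = plate-corrected calcium response at least 3 library SD above typical, normal starting fluorescence, not activating the receptor alone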;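 also: compound read alongside a low EC10 to EC30 dose of BAM8-22 agonist; peak minus trough fluorescence over baseline measured at the second addition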
The depositor's hits bear a star; i = inactive; nt = not tested or not shown.

Compound,TMEM16A inh,MrgX1 antag,RGS4 block,TRPC4 agonist,TRPC4 inh,TRPC6 inh,TRPC6 activator,TMEM16A act,TRPC4 potent,MrgX1 agonist,MrgX1 allo act
Cc1ccccc1NC(=O)Cc1nc(COC(=O)c2cccc([N+](=O)[O-])c2)cs1,i,i,i,i,i,i,i,i,i,i,i
O=C(Nc1ccc(N2CCOCC2)c(Cl)c1)c1ccc(Cl)cc1,i,i,i,i,i,i,i,i,i,i,i
CC(C)(C)c1ccc(OCCCC(=O)N2CCOCC2)cc1,i,i,i,i,i,i,i,i,i,i,i
O=C(CSc1nc2ccccc2c(=O)n1Cc1ccco1)c1ccccc1,i,i,i,i,i,i,i,i,i,i,i
COc1cccc(NC(=S)Nc2cc(C)cc(C)n2)c1,i,i,i,i,i,i,i,i,i,i,i
O=C(Oc1ccc(N2C(=O)CCC2=O)cc1)c1ccccc1,i,i,i,i,i,i,i,i,i,i,i
CCOc1ccc(/C=N/NC(N)=S)cc1,i,i,i,i,i,i,i,i,i,i,i
CC1CC(OC(=O)C(O)c2ccccc2)CC(C)(C)N1C (configuration not stated),i,i,i,i,i,-5.7*,i,i,i,i,i
Cc1cc(C)cc(NC(=O)C2CCCN2S(=O)(=O)c2ccc3c(c2)n(C)c(=O)c(=O)n3C)c1 (configuration not stated),i,i,i,i,i,i,i,i,i,i,i
COc1ccc(-c2nc3ccccc3nc2-c2ccccc2)cc1,i,i,i,i,i,i,i,i,i,i,i
CN(CC(=O)Nc1c(Cl)cccc1Cl)C(=O)Cc1ccc(S(=O)(=O)N2CCOCC2)s1,i,i,i,i,i,i,i,i,i,i,i
Cc1ccsc1C(=O)Nc1ccccc1N1CCCC1,i,i,i,i,i,i,i,i,i,i,i
O=C(NCc1ccncc1)C(=O)Nc1nc2ccccc2s1,i,i,i,i,i,i,i,i,i,i,i
COc1ccc(OC)c(N(C(=O)c2snc(C(N)=O)c2N)C(C(=O)NCc2ccccc2)c2ccc(O)cc2)c1 (configuration not stated),i,i,i,i,i,i,i,i,i,i,i
Cc1cc(O)c(-c2cc(O)c(C)cc2O)cc1O,i,i,i,i,i,i,i,i,i,i,i
COc1ccccc1CNC(=O)C(C)Sc1ccsc1[N+](=O)[O-] (configuration not stated),i,i,i,i,i,i,i,i,i,i,i
Cc1ccc(C(=O)N2CCC(C)CC2)cc1C,i,i,i,i,i,i,i,i,i,i,i
O=S(=O)(Nc1cccc(-c2ccc(N3CCOCC3)nn2)c1)c1cc(Cl)ccc1Cl,i,i,i,i,i,i,i,i,i,i,i
CCN(CC)CCN1C(=O)C(=O)/C(=C(/O)c2ccc(F)cc2)C1c1ccncc1 (configuration not stated),i,i,i,i,i,i,i,i,i,i,i
O=C(NCCCn1ccnc1)c1ccc(Br)c(S(=O)(=O)N2CCOCC2)c1,i,i,i,i,i,i,i,i,i,i,i
CC(C)(C)c1cccc(/C=N/O)c1O,i,i,11*,i,i,i,i,i,i,i,i
CCc1cccc(CC)c1N1C(=O)c2cc(N3CCOCC3)c([N+](=O)[O-])cc2C1=O,i,i,i,i,i,i,i,i,i,i,i
O=C(COc1ccc(Cl)cc1)Nc1nnc(S(=O)(=O)N2CCCCCC2)s1,i,i,i,i,i,i,i,i,i,i,i
O=C(CN1CCCC1=O)NC1C2CC3CC(C2)CC1C3 (configuration not stated),i,i,i,i,i,i,i,i,i,i,i
CCOc1ccc(Oc2ccc(-c3nnc(-c4ccccc4)o3)cc2[N+](=O)[O-])cc1,i,i,i,i,i,i,i,i,i,i,i
CCOc1ccc(NS(=O)(=O)c2cc3c4c(c2)C(C)C(=O)N4CCC3)cc1 (configuration not stated),i,i,i,i,i,i,i,i,i,i,i
Cc1ccccc1CC(=O)Nc1ccc(S(=O)(=O)N2CCN(C)CC2)cc1,i,i,i,i,i,i,i,i,i,i,i
CC1(C)CC(=O)C(C=NCCN2CCN(CC(=O)Nc3ccccc3)CC2)=C(O)C1,i,i,i,i,i,i,i,i,i,i,i
COc1ccc(C(=O)Nc2ccc3c4c(cccc24)CC3)cc1,i,i,i,i,i,i,i,i,i,i,i
O=C(NNC(=O)C1C2C=CC(C2)C1C(=O)O)c1cc(Cl)ccc1O (configuration not stated),i,i,i,i,i,i,i,i,i,i,i
COc1ccc(OC)c(-n2nnnc2SCC(=O)Nc2cc(C)ccc2OC)c1,i,i,i,i,i,i,i,i,i,i,i
CCCn1c(=O)[nH]c(=O)c2c1nc(-c1ccc(OC(F)F)cc1)n2CCN1CCOCC1,i,i,i,i,i,i,i,i,i,i,i
O=C(CN(Cc1ccccc1)S(=O)(=O)c1ccccc1)N/N=C/c1ccccc1[N+](=O)[O-],i,i,i,i,i,i,i,i,i,i,i
CCCOc1cccc(-c2nnc(NC(=O)c3ccco3)s2)c1,i,i,i,i,i,i,i,i,i,i,i
COc1ccccc1NC1C=CS(=O)(=O)C1 (configuration not stated),i,i,i,i,i,i,i,i,i,i,i
CCN(CC)CCN(Cc1cc2cc(C)ccc2[nH]c1=O)C(=S)NCc1ccco1,i,i,i,i,i,i,i,i,i,i,i
Fc1ccc(-n2nnnc2-c2cnc(-c3cccs3)nc2C(F)(F)F)cc1,i,i,i,i,i,i,i,i,i,i,i
COC(=O)c1ccc(Sc2ccccn2)c([N+](=O)[O-])c1,i,i,i,i,i,i,i,i,i,i,i
Cc1nc2cc(NC(=O)C3COc4ccccc4O3)ccc2s1 (configuration not stated),i,i,i,i,i,i,i,i,i,i,i
N#Cc1ccc(NC(=O)COC(=O)CSc2nnc(-c3ccc(Cl)cc3)o2)cc1,i,i,i,i,i,i,i,i,i,i,i
COc1cc(-c2nc3n(n2)C(c2ccncc2)C(C(N)=O)=C(C)N3)cc(OC)c1OC (configuration not stated),i,i,i,i,i,i,i,i,i,i,i
O=C(CSc1nnc(NC(=O)c2c(F)cccc2F)s1)Nc1ccccc1F,i,i,i,i,i,i,i,i,i,i,i
NS(=O)(=O)c1ccc(CCNC(=O)c2ccncc2)cc1,i,i,i,i,i,i,i,i,i,i,i
CS(=O)(=O)c1ccc(S(=O)CC(=O)OCc2ccccc2)c([N+](=O)[O-])c1 (configuration not stated),nt,nt,i,i,i,i,i,i,i,nt,nt
Cc1cc(C)c(NC(=O)C2=COCCO2)c(C)c1,i,i,i,i,i,i,i,i,i,i,i
COc1ccc(NC(=O)N2CCN(S(C)(=O)=O)CC2)cc1,i,i,i,i,i,i,i,i,i,i,i
CCN(CC)CCCN1C=C2C(=O)C(C)(OC(=O)C3CCCC3)C(=O)C=C2C=C1c1ccsc1 (configuration not stated),i,i,i,i,i,i,i,i,i,i,i
O=C(O)CNC(=O)/C=C/c1ccc(Cl)cc1Cl,i,i,i,i,i,i,i,i,i,i,i
CCCn1c(C)cc(/C=C(\C#N)C(=O)OCC(=O)Nc2cc(OC)c(OC)c(OC)c2)c1C,i,i,i,i,i,i,i,i,i,i,i
O=C(Nc1ccc(Cl)cc1C(=O)NCCN1CCOCC1)c1ccco1,i,i,i,i,i,i,i,i,i,i,i
CCOC(=O)c1cc(C#N)c(N2CCN(c3ccc(OC)cc3)CC2)[nH]c1=O,i,i,i,i,i,i,i,i,i,i,i
Cc1ccc(-n2c(C)cc3c2CCCC3=O)cc1,i,i,i,i,i,i,i,i,i,i,i
CSc1nncn1/N=C/c1ccc2c(c1)OCO2,i,i,i,i,i,i,i,i,i,i,i
Cc1cccc(NS(=O)(=O)c2ccccc2)n1,i,i,i,i,i,i,i,i,i,i,i
c1ccc2c(c1)nnn2-c1ncnc2sc3c(c12)CCCC3,i,i,i,i,-6*,i,i,i,i,i,i
O=C(NCc1ccco1)c1nc(-c2ccc(F)cc2)no1,i,i,i,i,i,i,i,i,i,i,i
CCOc1ccccc1CN1CCNC(=O)C1CC(=O)N(C)Cc1nonc1C (configuration not stated),i,i,i,i,i,i,i,i,i,i,i
COc1cc(C(=O)Nc2ccc(C)c(S(=O)(=O)N(C)C)c2)ccc1OCC(=O)N1CCOCC1,i,i,i,i,i,i,i,i,i,i,i
CCCNC(=O)CN1C(=O)NC(c2ccccc2)(c2ccccc2)C1=O,i,i,i,i,i,i,i,i,i,i,i
CCCCN(C)CCNC(=O)c1c[nH]c2ccc(S(=O)(=O)N(CC)CC)cc2c1=O,i,i,i,i,i,i,i,i,20*,i,i

Later entries:
Compound,TMEM16A inh,MrgX1 antag,RGS4 block,TRPC4 agonist,TRPC4 inh,TRPC6 inh,TRPC6 activator,TMEM16A act,TRPC4 potent,MrgX1 agonist,MrgX1 allo act
CC1(C)CC(NC(=O)c2ccc(Cl)c(S(=O)(=O)N(Cc3ccccc3)c3ccccc3)c2)CC(C)(C)N1,i,i,i,i,i,i,i,i,i,i,i
O=C(CNC(=O)c1ccc(=O)[nH]c1)Nc1ccc(F)c(F)c1,i,i,i,i,i,i,i,i,i,i,i
COCCN1CC(=O)N(c2cccc(C)c2C)C(c2ccc(Cl)cc2)C1=O (configuration not stated),i,i,i,i,i,i,i,i,i,i,i
c1ccc(C[C@H]2CN=C(Nc3ccccc3)N2CCC2CCCC2)cc1,i,i,nt,nt,nt,nt,nt,i,nt,i,i
Cc1cc(=O)cc(C)n1-c1ccc(Br)cc1,i,i,i,i,i,i,i,i,i,i,i
Cc1cc2nc(C)c3c(n2n1)CCC3,i,i,i,i,i,i,i,i,i,i,i
COC(=O)CNC(=O)c1nn(-c2cccc(OC)c2)c(=O)c2ccccc12,i,i,nt,nt,nt,nt,nt,i,nt,i,i
